mIDH1 inhibitor: qHTS for Inhibitors of mutant isocitrate dehydrogenase 1 (IDH1): qHTS; hit rate 0.093% among 390,000; IDH1-R132H enzyme, NADPH consumption, diaphorase/resazurin fluorescence; Potency, µM (top dose mostly 76.6 µM), without a hit: at the top dose activity change, negative = inhibition, hits mostly inhibitors; Isocitrate dehydrogenase [NADP] cytoplasmic (Homo sapiens), O75874; note: potency is the fitted concentration of half-maximal effect; % is set by controls: 0 for no effect and ±100 for the full control effect; nearly all actives have a fitted effect of over 65% in size
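IDH1-R132H (0.5 ug/mL) preincubated 30 min with compound, then NADPH (0.016 mM) and alpha-KG (2 mM) added; 80 min at RT, pH 7.5. Remaining NADPH coupled via diaphorase/resazurin to fluorescence (540/590 nm); concentration-response curves normalized to no-enzyme control.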
D2 agonist: HTS Assay for Allosteric Agonists of the Human D2 Dopamine Receptor: Primary Screen for Agonists | HEK293 T-REx D2 cells, calcium flux agonist mode | hit rate 0.53% among 340,000 | activation, % at 2 µM | D(2) dopamine receptor (Homo sapiens), P14416;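 active = activation over 3 SD above normal in the single-dose calcium agonist read, cut at about 30% in these data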; note: 0% is about no effect
Target sequence (P14416 whole entry, looked up): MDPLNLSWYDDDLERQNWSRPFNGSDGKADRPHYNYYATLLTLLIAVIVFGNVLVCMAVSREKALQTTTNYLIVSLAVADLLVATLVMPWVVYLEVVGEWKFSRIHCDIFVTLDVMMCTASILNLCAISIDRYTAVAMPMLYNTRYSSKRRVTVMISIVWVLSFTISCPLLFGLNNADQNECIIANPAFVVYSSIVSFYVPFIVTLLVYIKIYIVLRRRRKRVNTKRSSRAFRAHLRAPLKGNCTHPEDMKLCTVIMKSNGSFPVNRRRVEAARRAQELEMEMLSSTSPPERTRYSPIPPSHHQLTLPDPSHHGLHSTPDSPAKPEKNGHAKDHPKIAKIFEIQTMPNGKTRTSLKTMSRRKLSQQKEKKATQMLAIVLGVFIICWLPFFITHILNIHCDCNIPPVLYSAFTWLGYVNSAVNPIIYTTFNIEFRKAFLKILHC
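Calcium-flux readout, 1 cycle/sec over 180 s following compound pin transfer, in inducible HEK293 Trex D2 cells (force-coupled); dopamine controls included. Positive calcium responses during this window marked compounds as potential agonists.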
D2 antag: HTS Assay for Allosteric Antagonists of the Human D2 Dopamine Receptor: Primary Screen for Antagonists; D(2) dopamine receptor (Homo sapiens), P14416; HEK293 TREx D2 cells, calcium flux, dopamine EC80; inhibition, % at 10 µM; hit rate 2% among 340,000; in the data active = inhibition above about 30%; note: 0% is about no effect
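HEK293 T-REx D2 cells, tet-induced, calcium dye no-wash. Cpd pintool add, 180 s kinetic, then EC80 DA, 180 s kinetic. Ca flux read.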
TRHR PAM: qHTS for Small Molecule Agonists and Allosteric Enhancers of Human TRH Receptor: Primary Screen for Enhancers. TRHR cells, fluo-8 calcium fluorescence, EC20 TRH enhancement. AID 493056, 2011. enhancement, % at 2 µM. hit rate 0.66% among 360,000. Thyrotropin-releasing hormone receptor (Homo sapiens), P34981; in the data active = enhancement above about 30%; note: 0% is about no effect
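Enhancer read-out: after compound pinning and an initial kinetic agonist-mode read, an EC20 of TRH (10 nM final) was injected and fluo-8 calcium signal (Ex 480/Em 530) followed at 1 s/cycle for 100 cycles in TRHR-expressing cells.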
TRHR ag: qHTS for Small Molecule Agonists and Allosteric Enhancers of Human TRH Receptor: Primary Screen for Agonists; AID 493084, 2011; TRHR cells, calcium flux fluo-8, FDSS agonist mode; activation, % at 2 µM; hit rate 0.18% among 360,000; Thyrotropin-releasing hormone receptor (Homo sapiens), P34981; in the data active = activation above about 30%; note: 0% is about no effect
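Read-out: compound-evoked intracellular calcium rise in TRHR cells, fluo-8 dye, kinetic FDSS fluorescence at 1 s/cycle following a 10-cycle baseline. Cells cultured overnight before dye loading (30 min–1.5 h, RT).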
Pin1 inhibitor: qHTS Assay to Find Inhibitors of Pin1 | Peptidyl-prolyl cis-trans isomerase NIMA-interacting 1 (Homo sapiens), Q13526 | Pin1 FP peptide displacement, HiFluor488, 10 min | Potency, µM (series often up to 115 µM), for inactives: at the highest dose activity, negative = inhibition, most hits filed as inhibitors | hit rate 0.009% among 390,000 | AID 504891, 2011; active = well fitted inhibition curve with a large enough effect in the polarisation, with a control signal flat, not every such curve was filed as active; inconclusive = small, poorly fitted or top-dose-only effect, or effect the other way, or a change in a side signal; inactive = no such curve, though single readings can be large or run the other way; the % refers to the polarisation; note: potency is the fitted concentration of half-maximal effect; % is set by controls: 0 for no effect and ±100 for the full control effect
Target sequence (Q13526 whole entry, looked up): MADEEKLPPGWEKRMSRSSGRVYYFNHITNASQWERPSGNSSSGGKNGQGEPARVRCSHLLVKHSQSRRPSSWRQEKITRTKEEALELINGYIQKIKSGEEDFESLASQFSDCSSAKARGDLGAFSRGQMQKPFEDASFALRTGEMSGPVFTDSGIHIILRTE
TrxR1 inh: qHTS Assay for Inhibitors of Mammalian Selenoprotein Thioredoxin Reductase 1 (TrxR1): qHTS. Potency, µM (series often up to 114 µM), for the others: at the highest dose activity change, negative = inhibition, usual class: inhibitors. hit rate 1% among 390,000. recombinant rTrxR1, NADPH fluorescence consumption, selenite substrate. Thioredoxin reductase 1, cytoplasmic (Rattus norvegicus), O89049; note: potency is the fitted concentration of half-maximal effect; % is set by controls: 0 for no effect and ±100 for the full control effect; nearly all actives have a fitted effect of over 65% in size
Target sequence (O89049 whole entry, looked up): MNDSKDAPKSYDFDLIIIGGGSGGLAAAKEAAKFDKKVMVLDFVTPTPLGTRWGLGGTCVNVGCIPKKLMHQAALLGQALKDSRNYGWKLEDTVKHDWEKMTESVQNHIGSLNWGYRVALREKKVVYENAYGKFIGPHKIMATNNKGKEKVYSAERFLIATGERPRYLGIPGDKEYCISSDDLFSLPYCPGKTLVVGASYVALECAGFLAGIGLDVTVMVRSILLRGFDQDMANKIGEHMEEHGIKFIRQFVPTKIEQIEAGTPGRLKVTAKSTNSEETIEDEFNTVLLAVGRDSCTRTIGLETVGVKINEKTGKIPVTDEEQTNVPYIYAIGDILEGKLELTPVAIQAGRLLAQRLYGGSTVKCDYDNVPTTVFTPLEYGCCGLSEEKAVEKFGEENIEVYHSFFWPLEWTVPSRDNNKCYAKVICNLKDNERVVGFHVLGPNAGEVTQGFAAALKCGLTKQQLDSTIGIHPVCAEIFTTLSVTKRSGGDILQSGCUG
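Rat TrxR1 (90 nM in the dispensed reagent) was pre-reduced with 400 uM NADPH for 5 min at room temperature, then incubated with compound for 15 min. After 400 uM selenite was added, NADPH fluorescence (Ex 340/Em 450 nm) was followed for 8 min.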
TrxR1 substrate: qHTS Assay for Substrates of Mammalian Selenoprotein Thioredoxin Reductase 1 (TrxR1): qHTS; Thioredoxin reductase 1, cytoplasmic (Rattus norvegicus), O89049; purified TrxR1 substrate turnover, NADPH consumption readout; Potency, µM (top dose mostly 114 µM), inactives show at the top dose activity change, negative = substrate turnover; hit rate 0.01% among 390,000; AID 588456, 2011; note: potency is the fitted concentration of half-maximal effect; % is set by controls: 0 for no effect and ±100 for the full control effect; nearly all actives have a fitted effect of over 50% in size
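Rat TrxR1, dispensed at 90 nM, was prereduced with 400 uM NADPH (final) for 5 min at ~22 deg C, then incubated with compound 15 min before 400 uM selenite. A first-read NADPH fluorescence drop versus no-compound background flagged substrates.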
USP1 inh: Inhibitors of USP1/UAF1: Primary Screen. recombinant USP1/UAF1, Ub-Rhodamine cleavage fluorescence. Potency, µM (doses to about 57.1 µM), for inactives: top-dose activity change, negative = inhibition, actives largely listed as inhibitors. hit rate 0.23% among 390,000. Ubiquitin carboxyl-terminal hydrolase 1 (Homo sapiens), O94782; note: potency is the fitted concentration of half-maximal effect; % is set by controls: 0 for no effect and ±100 for the full control effect; nearly all actives have a fitted effect of over 60% in size; inactives centre near -12
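USP1/UAF1 complex at 1 nM was preincubated with compound for 15 min at room temperature, then Ub-Rho substrate (150nM final) was added. Fluorescence (480/540 nm) was read kinetically, 6 reads every 60 seconds.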
Starred values were filed as active, the others as inactive; ? = inconclusive; . = no result given; & = joins results of further samples; [ ] = dose if it differs, or a comment. Unless noted, calls come from the whole dose curve; as a rule, active = well fitted inhibition curve with a large enough effect; inconclusive = small, poorly fitted or top-dose-only effect; inactive = no such curve, though single readings can be large or run the other way. A portion of the library; the hit share may differ from the screen's.

SMILES	mIDH1 inhibitor	D2 agonist	D2 antag	TRHR PAM	TRHR ag	Pin1 inhibitor	TrxR1 inh	TrxR1 substrate	USP1 inh
O=C1CN=C(c2ccccc2)c2ccccc2N1Cc1ccc(C(F)(F)F)cc1	5%	0.5	-17	-8	0.2	0%	6%	-10%	-7%
Cc1ccc(Cn2nnnc2CN2CCC(n3nnc4cc(C(F)(F)F)ccc43)CC2)cc1	2%	-0.5	-22	-3	0.9	?	15%[57.1 µM]	-4%[57.1 µM]	-15%
Cc1ccc(CS(=O)(=O)Cc2ccc(C(=O)N3CCC4(CC3)OCCO4)o2)cc1	-1%	-0.1	17	0	-0.7	-1%	?	6%	-12%
CC1C(=O)OC2CCN3CC=C(COC(=O)C(C)(O)C1(C)O)C23 (stereo not given)	-13%	.	.	.	.	-5%	-4%	3%	-19%
COc1cc(OC)c(OC)cc1/C=C1/C(=O)NC(=O)N(Cc2ccccc2)C1=O	-4%	0.6	4	-4	1.2	28%	-23%	-7%	-3%
CC(=O)Nc1nc(CCl)cs1	0%	-0.3	-4	12	1.7	5%	9%[57.1 µM]	3%[57.1 µM]	-16%
N#Cc1ccc(N2CCNCC2)c(F)c1	1%	0.7	-9	12	0.7	-5%	-21%	5%	-25%
O=C(Oc1ccc([N+](=O)[O-])cc1)N1CCC(N2CCCCC2)CC1	-3%[38.3 µM]	-0.1	0	-2	0.8	2%	18%	-3%	-28%
N#CC1(c2ccccc2)CCN(C2CC(=O)N(c3cccc(F)c3)C2=O)CC1 (stereo not given)	-1%	-0.1	-3	0	-0.7	-5%	10%[57.1 µM]	4%	-19%
N#CC(C#N)=Cc1cccnc1	4%	.	.	6	0.2	-2%	14µM*	15%[57.1 µM]	-21%
CC1CCN(CCc2nc3ccccc3[nH]2)CC1	12%	1.6	-27	-4	-2.2	-3%	22%	5%	-4%
O=C(O)COc1ccc(/C=C2/SC(=S)N(Cc3ccccc3)C2=O)cc1	-11%	-1.0	2	7	0.5	?	4%	-4%	?
O=[N+]([O-])/C=C1\NCCN1Cc1ccc(Cl)nc1	10%&-2%	0.7&3.6	3&9	-5&0	0.4&0.3	0%&4%	22%[11.4 µM]	7%[57.1 µM]	-2%&-9%
COc1cc(C(=O)OCc2cc(=O)c(O)co2)ccc1OC(F)F	-1%	-0.2	9	6	0.2	3%	12%	7%	?
C=CC1CN2CCC1CC2C(OC(C)=O)c1ccnc2ccc(OC)cc12 (stereo not given)	-4%	-0.3	9	-3	-0.2	-5%	12%[57.1 µM]	8%	-15%
CC12CC[C@H]3[C@@H](CCC4(O)C[C@H](O)CCC34/C=N/NC(=O)c3ccc(O)cc3)C1(O)CCC2C1=CC(=O)OC1 (stereo not given in full)	0%	0.1	-12	-2	0.6	-1%	-17%	-3%	-14%
O=C(CCCCCn1c(=S)[nH]c2ccccc2c1=O)N1CCC2(CC1)OCCO2	6%	-1.7	1	1	0.1	-7%	-12%	1%	-17%
COc1ccc(N2C(=O)NC(=O)/C(=C\c3cn(C)c4ccccc34)C2=O)cc1	21%	23	-16	9	16	?	?	-9%	?
COc1cc2c(c(OC)c1OC)-c1ccc(O)c(=O)cc1[C@@H](NC(C)=O)CC2	4%	.	.	.	.	-2%	6%	-11%	?
Cc1cc(C(=O)Nc2ccc3c(c2)OCCO3)nn1C(C)(C)C	4%	-0.2	-22	-11	-0.7	-6%	27%	2%	-6%
CN1CCC2(CC1)NC(=O)C1=C(CN(C)CC1)N2	1%	0.1	-16	0	-0.5	-4%	-11%	1%[57.1 µM]	-21%
CCOC(=O)c1[nH]c2ccc(OC)cc2c1C(SCC(=O)O)c1ccc(C(F)(F)F)cc1 (stereo not given)	-15%	0.4	-25	5	-0.4	-23%	-12%	45%	-16%
Cc1cccc(C)c1OP(N)(=O)OCC(F)(F)F (stereo not given)	2%	0.8	3	5	0.0	-13%	10%	2%	-7%
CCOC(=O)C1(CCOc2ccccc2)CCN(C(C)CSC)CC1 (stereo not given)	-7%	-1.6	1	-5	-0.2	1%	14%	0%	-9%
CC1CCN(CC#CCOc2ccc(Cl)cc2)CC1	-2%	0.6	86*	0	-0.2	-4%	12%	-6%	-8%

Next section; the last 2 above are carried over.
SMILES	mIDH1 inhibitor	D2 agonist	D2 antag	TRHR PAM	TRHR ag	Pin1 inhibitor	TrxR1 inh	TrxR1 substrate	USP1 inh
CCOC(=O)C1(CCOc2ccccc2)CCN(C(C)CSC)CC1 (stereo not given)	-7%	-1.6	1	-5	-0.2	1%	14%	0%	-9%
CC1CCN(CC#CCOc2ccc(Cl)cc2)CC1	-2%	0.6	86*	0	-0.2	-4%	12%	-6%	-8%
O=C1NC(=O)C2(Cc3ccccc3N3CCCC32)C(=O)N1c1ccc(Cl)cc1 (stereo not given)	4%	0.6	16	19	0.4	6%	-15%	10%	-20%
CCCCn1c(O)c(C(CC)=NCc2ccc(F)cc2)c(=O)[nH]c1=O	6%	-0.1	-5	9	-1.4	-3%	-5%	-10%	-4%
COC(=O)C1=C(c2ccc(OC(F)(F)F)cc2)C[C@@H]2CC[C@H]1N2C(=O)NCCOc1ccc(OC)cc1	-7%	-0.4	14	-6	0.2	-1%	-2%	-13%	?
Cc1ccccc1-n1c(C)nc2sccc2c1=O	-5%	0.0	16	4	-0.4	0%	-4%[57.1 µM]	9%[57.1 µM]	0%
Clc1cc(Cl)cc(NC2=NCCS2)c1	5%	0.3	11	6	0.8	3%	15%[57.1 µM]	2%[57.1 µM]	-15%
CCN(CC)c1ccc(/C=C2\C(=O)NC(=O)N(Cc3ccco3)C2=O)cc1	-2%	0.1	-2	1	0.4	?	28µM*	-8%	-20%
CCOP(=O)(OCC)C(O)c1ccc(N(C)C)cc1 (stereo not given)	1%	-0.7	-11	-7	0.3	-5%	3%[11.4 µM]	3%	-3%
c1ccc2nc(OCCN3CC3)ccc2c1	-6%	0.5	-28	7	0.9	-2%	-7%	8%	-17%
Cc1ccc(C(C)C)c(OCC(=O)N2CCN(Cc3nc4cc([N+](=O)[O-])ccc4n3C)CC2)c1	-1%	1.3	19	-4	-1.0	6%	-9%	-5%	-19%
CN1CCN(Cc2ccc(OC(F)(F)F)cc2)CC1	4%	0.5	8	3	0.1	-2%	-10%	-8%	-26%
O=C(CCCc1ccccc1)NCCc1cnc[nH]1	20%	0.5	26	-3	0.4	2%	16%	-2%	-8%
O=C1CN=C(c2ccccc2)c2cc(Br)ccc2N1	-1%	1.8	9	-19	-0.1	0%	28%	6%	-19%
C[C@]12CCC3C(CC[C@H]4C[C@H](O)CC[C@]34C)C1[C@@H](O)C[C@@H]2O (stereo not given in full)	0%	.	.	.	.	2%	19%[57.1 µM]	2%[57.1 µM]	-20%
CCc1nc(SC)ncc1C(=O)Nc1ccc(Cl)cc1C(=O)c1ccccc1	3%	-0.9	.	-1	-0.4	9%	17%	5%	-8%
CCOP(=S)(OCC)N1CCOCCOCCN(P(=S)(OCC)OCC)CCOCCOCC1	9%	1.6	21	2	0.8	-4%	-15%	-9%	-18%
COc1ccc2[nH]c(C)c(CCNCc3cn(C)c4ccccc34)c2c1	8%	.	.	-6	3.4	8%	-17%	-6%	-10%
CCNC(=O)C1OC(n2cnc3c(N)ncnc32)C(O)C1O (stereo not given)	0%	.	.	.	.	-1%	0%	-2%	-22%
O=C(Nc1cccc(OC(=O)N2CCCCC2)c1)N1CCCCC1	2%	0.6	0	-1	0.3	0%	3%	-4%	6%
C=CCc1ccc(OCCn2nnc3ccccc32)c(OC)c1	7%	0.7	18	-6	0.6	-5%	26%	6%	-20%
COc1ccc(OCC#CCN2CCC(C)CC2)cc1	10%	0.4	-19	-4	-0.4	43%[activator]	12%[57.1 µM]	13%[57.1 µM]	-8%
O=C1NC(=O)N(c2ccccc2)C(=O)/C1=C/C=C/c1ccco1	4%	12	4	9	6.2	?	?	-1%	-12%
Cn1cc(C(=O)OCC(=O)N2CCCCC2)c2ccccc21	-3%	1.2	15	-2	-0.1	3%	11%	-1%	-23%
CCc1ccc2c(CN3CC=C(c4ccccc4)CC3)cc(=O)oc2c1	6%	2.2	-9	-1	0.2	8%	-19%	6%	-18%
CN1CCN(c2ccc(C=O)cc2)CC1	3%	.	.	-3	0.3	3%	-30%	-19%	5%
O=c1c2ccccc2nc(-c2cccs2)n1-c1ccccc1	6%	.	.	.	.	4%	-2%	6%	-8%
O=C(Cc1ccccc1)NC(Cc1ccc(Cl)cc1)C(=O)O (stereo not given)	2%	0.6	7	-2	-0.2	-9%	10%	-1%	-20%
Cc1c(C=O)c2ccccc2n1Cc1ccc(F)cc1	0%	-1.3	-8	1	-0.6	-1%	14%[57.1 µM]	-17%[57.1 µM]	-9%
CC(C)N1OC2CC1c1nc3ccccc3n1C2 (stereo not given)	-17%	.	.	3	-0.9	2%	7%[57.1 µM]	3%[57.1 µM]	1%
CCC1(CCC(C)C)C(=O)NC(=S)NC1=O	-2%	.	.	.	.	-3%	-29%	-13%	-23%
